NCI-60 one-dose screen, 48 h, at 10 µM unless noted. Numbers give growth in % (100 = growth as untreated, 0 = no growth, -100 = all killed).
A549/ATCC: A549/ATCC NSCLC; actives 3.7% (n = 81,000)
HOP-92: HOP-92 NSCLC cells | actives 6.3% (n = 71,000) | AID 1794738
CCRF-CEM: CCRF-CEM leukemia; actives 7% (n = 77,000)
RPMI-8226: RPMI-8226 leukemia cells. actives 7.5% (n = 77,000)
M14: M14 melanoma; actives 6.2% (n = 80,000)
HOP-62: HOP-62 NSCLC. actives 3.9% (n = 80,000)
EKVX: EKVX NSCLC; actives 3% (n = 71,000)
UACC-62: UACC-62 melanoma; actives 5.4% (n = 81,000)
An asterisk follows results filed as active; . = not tested or not shown; & = joins results of further samples; [ ] = dose if it differs, or a comment. Rule for the calls: active = growth percent below 10; inactive = the rest.

no.	mol	HOP-92	M14	EKVX	HOP-62
1	COc1cccc(NC(=O)c2sc3nc(C)c(C(=O)c4ccccc4)cc3c2N)c1	87	81	69	90
2	CCOC(=O)C(C)(NC(=O)c1ccccc1)C(=O)OCC	101	110	91	101
3	Nc1cccc(OCCOc2cccc([N+](=O)[O-])c2)c1	87	92	.	91
4	COc1cc(C(=O)Nc2nn(C)c3nc(C)c(Cl)c(C)c23)cc(OC)c1OC	100	100	.	91
5	CCOC(=O)COc1ccc2c(c1)O/C(=C\c1cccc(OC)c1)C2=O	111	94	102	101
6	NC1=NN(c2c(Cl)cc(Cl)cc2Cl)C(=O)C1	105&82	100&97	101	113&103
7	COc1ccc2cc(-c3cnc4nonc4n3)ccc2c1	81	11	16	37
8	O=C1/C(=C/c2ccc([N+](=O)[O-])o2)Oc2ccc(Cl)cc21	.	-19*	.	75

no.	A549/ATCC	RPMI-8226	CCRF-CEM	UACC-62
1	35	94	99	73
2	91	114	110	93
3	77	88	69	43
4	96	90	89	95
5	99	112	90	95
6	100&100	94&91	104&102	109&99
7	36	0.6*	8.1*	2.9*
8	92	-11*	-23*	-89*

Next part
no.	mol	HOP-92	M14	EKVX	HOP-62
9	CCCCC1=c2c([nH]c3ccc(OC)cc23)=NC2C=CC=NC12 (configuration not stated)	103	101	84	91
10	Cc1ccc(C2C(C#N)=C(N)Oc3n[nH]c(-c4ccc(Cl)cc4)c32)cc1C (configuration not stated)	93	100	94	96
11	O=C(/C=C/c1ccc(-c2ccccc2)cc1)c1nc2ccccc2n1Cc1ccccc1	83	90	88	97
12	N#CC12C(=O)NC(=O)C1(C#N)C2C(=O)c1ccccc1 (configuration not stated)	100	99	96	94
13	O=C1CCC(NNC(=O)c2cccnc2)N1 (configuration not stated)	119	111	110	104
14	O=C(O)Cc1c(Cl)ccc(Cl)c1Cl	92	98	92	93
15	Cc1c2ccccc2cc[n+]1C	130	104	113	114
16	CCC(C)[C@H](NC(=O)Nc1cc(C(F)(F)F)cc(C(F)(F)F)c1)C(=O)N[C@@H](Cc1cn(C)cn1)C(=O)OC (some centres not stated)	.	-90*[100 µM]	.	-99*[100 µM]

no.	A549/ATCC	RPMI-8226	CCRF-CEM	UACC-62
9	103	57	91	95
10	88	86	89	97
11	97	83	73	80
12	111	112	122	92
13	104	107	103	104
14	67	96	81	96
15	109	117	115	114
16	-76*[100 µM]	-66*[100 µM]	.	-99*[100 µM]

Following part
no.	mol	HOP-92	M14	EKVX	HOP-62
17	Nc1nc2c(N=Nc3ccc(Cl)cc3)c(N)nn2cc1-c1nc2ccccc2s1	63	94	102	87
18	O=C(O)c1cn(C2CC2)c2cc(N3CCN(C(=O)CCCN4C(=O)CSC4=O)CC3)c(F)cc2c1=O	99	111	76	83
19	N=C(N)SCc1ccc([N+](=O)[O-])cc1[N+](=O)[O-]	61	64	81	98
20	NC1=Nc2ccccc2C(=O)N2CCC[C@@H]12	81	93	96	85
21	COc1ccc2oc(=O)cc(Cn3cc(Cn4cnc5c4c(=O)n(C)c(=O)n5C)nn3)c2c1	104	100	103	101
22	Cc1ccc(C)c([N+](=O)[O-])c1	.	111	120	105
23	Cc1ccc2c(Cl)cc(Cl)c(O)c2n1	85	98	106	99
24	Cc1ccc(C2=NN(c3ccc(S(=O)(=O)NC(=O)NCc4ccccc4)cc3)C(c3ccc(N(C)C)cc3)C2)c(C)c1 (configuration not stated)	82	27	.	75

no.	A549/ATCC	RPMI-8226	CCRF-CEM	UACC-62
17	104	105	103	89
18	93	94	.	92
19	100	54	33	57
20	89	100	99	95
21	103	103	106	92
22	104	88	80	108
23	100	.	94	87
24	22	17	42	55

Next part:
no.	mol	HOP-92	M14	EKVX	HOP-62
25	CCC(C)(C)N	81	94	.	98
26	CN1CN(C2CCCCC2)CSC1=S	82	89	94	92
27	CC(C)CSc1nc(NC2CC2)c(C#N)c(-c2ccc(C(C)C)cc2)n1	108	100	87	77
28	CC(CCC(=O)O)C1CCCC1 (configuration not stated)	87	94	98	93
29	Cc1ccc(N=Nc2c(N)nn3c(-c4ccc(C)cc4)c(-c4nc5ccccc5s4)c(N)nc23)cc1	68	100	93	96
30	O=C(Nc1ncc(Cc2cc(C(F)(F)F)ccc2Cl)s1)C1COc2ccccc2O1 (configuration not stated)	53	75	78	84
31	NNC(=O)CNC(=O)Nc1n[nH]c(=S)s1	92	93	.	100
32	CC1CNC(=S)N(c2ccccc2)C1=O (configuration not stated)	70	112	98	95

no.	A549/ATCC	RPMI-8226	CCRF-CEM	UACC-62
25	98	98	95	102
26	93	95	58	96
27	106	98	95	95
28	84	108	101	.
29	99	108	103	95
30	70	65	66	64
31	105	93	93	104
32	97	100	103	101

(continued)
no.	mol	HOP-92	M14	EKVX	HOP-62
33	CC(c1ccccc1)N1CSC2=NC(O)=CC(N)N2C1 (configuration not stated)	108	.	100	100
34	CCN(CC)CCSc1nc2ccccc2s1	112	103	105	122
35	CCCC(=O)NC(c1cccnc1)c1ccc2cccnc2c1O (configuration not stated)	70	59	50	45
36	CC(=O)n1cc(/C=C2\N=C(c3ccc(Cl)cc3)N(c3ccc(S(=O)(=O)Nc4ccccn4)cc3)C2=O)c2ccccc21	103	88	82	106
37	Cc1ccc(NC(=O)c2cc(/C=C/C(=O)NO)cc(C(F)(F)F)c2)cc1Nc1nccc(-c2cccnc2)n1	-31*	-21*	28	-19*
38	CCOC(=O)c1sc2ncnc(Nc3ccc(NC(=O)Nc4ccc(Cl)cc4)cc3)c2c1C	.	65	74	.
39	CC(C)CNCC(O)Cc1ccc(Oc2ccccc2)cc1 (configuration not stated)	79	92	94	91
40	CN(C)C1c2cc3ccccc3nc2-c2ccccc2C1(C)C (configuration not stated)	67	95	98	90

no.	A549/ATCC	RPMI-8226	CCRF-CEM	UACC-62
33	106	111	109	94
34	103	111	101	109
35	63	66	28	52
36	74	61	65	80
37	61	-13*	5.2*	-41*
38	55	.	.	79
39	79	97	71	94
40	60	85	79	85

(cont.)
no.	mol	HOP-92	M14	EKVX	HOP-62
41	O=C(/C=C/c1sc(Cl)nc1Cl)c1ccc(Cl)cc1	91	89	94	95
42	CCOC(=O)CSCc1nc(N)nc(Nc2ccc(C)cc2)n1	98	109	95	111
43	Nc1ccc(I)cc1Cl	97	100	101	101
44	CC(C)(C)n1cc(-c2ccnc(NCCCNS(=O)(=O)c3ccc(C(F)(F)F)cc3)c2)c(-c2ccccc2)n1	.	77	80	88
45	Brc1ccc(C=Nc2ccc(Nc3ncnc4sc5c(c34)CCN(Cc3ccccc3)C5)cc2)cc1	71	116	92	88
46	O=C(NCCCl)Nc1nccnc1OCc1ccc(Cl)cc1	97	100	101	86
47	O=[N+]([O-])c1ccc(N2CCN(Cc3ccccc3)CC2)c2c1no[n+]2[O-]	26	30	.	-32*
48	COc1cccc(-c2cc(-c3c[nH]c4ccccc34)nc(N)c2C#N)c1	61	51	.	62

no.	A549/ATCC	RPMI-8226	CCRF-CEM	UACC-62
41	92	49	24	96
42	103	104	.	97
43	98	103	98	106
44	70	43	59	86
45	104	81	86	76
46	99	101	95	93
47	-40*	-15*	-32*	4.2*
48	42	39	32	76

Next part.
no.	mol	HOP-92	M14	EKVX	HOP-62
49	CC1(C)C(=O)/C(=C\c2ccco2)C[C@]2(C)[C@H]3CC[C@@H]4[C@H]5[C@H](C(=O)/C=C/c6ccco6)CC[C@]5(C(=O)O)CC[C@@]4(C)[C@]3(C)CC[C@@H]12	107	61	73	87
50	Cc1csc[n+]1CC(=O)c1ccc2ccccc2c1	99	102	100	95
51	CC1(C)CC(=O)C2=C(C1)N(c1ccc(OC(F)(F)F)cc1)C(N)=C(C#N)C2c1ccc(F)c(Br)c1 (configuration not stated)	113	97	94	104
52	CSc1ccc(C(=O)c2ccc(F)cc2)cc1	90	105	102	97
53	CCCCCCCCCCCCCCCCCCOc1cccc(CC(=O)OCC[N+](CC)(CC)CC)c1	52	42	78	69
54	O=C(Nc1ccc(F)cc1)Nc1cccc(-c2cc(=O)c3ccccc3o2)c1	95	95	88	108
55	CCOC(=O)CC[C@H](N)C(=O)O	77[20 µM]	101[20 µM]	104[20 µM]	97[20 µM]
56	CC1CN(C(=O)c2ccccc2)CC/C1=N\O (configuration not stated)	114	107	.	97

no.	A549/ATCC	RPMI-8226	CCRF-CEM	UACC-62
49	46	46	37	33
50	105	96	100	107
51	97	91	95	91
52	101	105	36	91
53	60	35	33	63
54	92	84	91	90
55	98[20 µM]	105[20 µM]	102[20 µM]	97[20 µM]
56	110	111	.	105

Next part:
no.	mol	HOP-92	M14	EKVX	HOP-62
57	CCn1c(SCC(=O)Nc2cccc(C(=O)/C=C/c3cccc(O[N+](=O)[O-])c3)c2)nc2ccccc2c1=O	82	.	97	93
58	c1ccc(C(=C(c2ccc(OCCN3CCCCCC3)cc2)c2ccc(OCCN3CCCCCC3)cc2)C2CCCC2)cc1	115	127	98	106
59	CCN(CC)c1ccc2c(c1)Oc1nc(N)c(C#N)c(N)c1C2Sc1ccc(OC)cc1 (configuration not stated)	88	-16*	4.5*	36
60	CCOc1ccc2cc(-c3nn(CC(C)(C)CO)c(N)c3C(N)=O)ccc2n1	87	81&102	87&108	64&81
61	CC(C#N)(C#N)N=Nc1ccc(Cl)cc1Cl	103	89	.	105
62	Cc1ccc(-c2nc(C#N)c(S(=O)(=O)N(C)C)o2)cc1	103	64	106	97
63	O=C([C@@H](COCc1ccccc1)N1C(=O)[C@@H](N2C(=O)OC[C@@H]2c2ccccc2)[C@H]1/C=C/c1ccccc1)N1CCC(CCN2CCCCC2)CC1	76	98	93	78
64	CN(C)C(=O)c1ccncc1	102	109	105	106

no.	A549/ATCC	RPMI-8226	CCRF-CEM	UACC-62
57	96	30	86	82
58	97	105	98	97
59	73	-28*	0.6*	-17*
60	83&82	74&96	83&100	85
61	101	122	91	97
62	102	84	-11*	98
63	75	65	95	95
64	98	100	104	102

Next section.
no.	mol	HOP-92	M14	EKVX	HOP-62
65	O=C(O)CSC(SCC(=O)O)c1ccccc1Cl	111	105	103	.
66	COc1c(/C(C)=N/N=c2sc(C(C)=O)nn2-c2ccc(C)cc2)c(Oc2ccccc2)c(OC)c2occc12	103&88	101&103	106&89	94&103
67	CCOC(=O)C(=CC(C)C)C(=O)OCC	.	107	.	105
68	C/C=C(\C)C(=O)O[C@@H]1C2C=C3C4CC(=O)O[C@@H](c5ccoc5)[C@]4(C)CC[C@@H]3[C@@](C)(C2=O)[C@@H](CC(=O)OC)C1(C)C (some centres not stated)	67	91	73	89
69	CCOC(=O)C1=C(N)N(c2ccccc2)C2=C(C(=O)CC(C)(C)C2)C1c1ccc(Cl)cc1Cl (configuration not stated)	-0.3*	41	19	50
70	O=C(O)c1cn(C2CC2)c2cc(N3CCN(S(=O)(=O)c4ccc(Cl)c(Cl)c4)CC3)c(F)cc2c1=O	12	19	.	15
71	CC(C)(C)c1cc(C(C)(C)c2ccccc2)cc(Cc2cc(C(C)(C)c3ccccc3)cc(C(C)(C)C)c2O)c1O	55	116	110	108
72	O=c1oc2ccccc2cc1C1=NN=C(SCc2ccccc2)SC1	87	96	101	83

no.	A549/ATCC	RPMI-8226	CCRF-CEM	UACC-62
65	106	94	88	100
66	95&100	100&99	107&95	80&89
67	106	109	103	104
68	67	68	84	81
69	27	7.8*	19	27
70	6.0*	4.9*	17	30
71	101	91	66	92
72	97	99	95	101

Five records drawn at random from those above, as already listed:
no.	mol	HOP-92	M14	EKVX	HOP-62
69	CCOC(=O)C1=C(N)N(c2ccccc2)C2=C(C(=O)CC(C)(C)C2)C1c1ccc(Cl)cc1Cl (configuration not stated)	-0.3*	41	19	50
66	COc1c(/C(C)=N/N=c2sc(C(C)=O)nn2-c2ccc(C)cc2)c(Oc2ccccc2)c(OC)c2occc12	103&88	101&103	106&89	94&103
68	C/C=C(\C)C(=O)O[C@@H]1C2C=C3C4CC(=O)O[C@@H](c5ccoc5)[C@]4(C)CC[C@@H]3[C@@](C)(C2=O)[C@@H](CC(=O)OC)C1(C)C (some centres not stated)	67	91	73	89
67	CCOC(=O)C(=CC(C)C)C(=O)OCC	.	107	.	105
65	O=C(O)CSC(SCC(=O)O)c1ccccc1Cl	111	105	103	.

no.	A549/ATCC	RPMI-8226	CCRF-CEM	UACC-62
69	27	7.8*	19	27
66	95&100	100&99	107&95	80&89
68	67	68	84	81
67	106	109	103	104
65	106	94	88	100

Bioassay records deposited in PubChem by NCI.
